XiGFP reactiv – activators of inactive X chromosome reactivation, primary screen, imaging, XiGFP fibroblasts, GFP high-content imaging, set 2; activation, % at 7.58 µM; actives 0.055% (n = 360,000); XiGFP mouse fibroblasts, % GFP-positive cells imaging, 3 d; cells co-treated with 5-aza-dC sensitizer; scaled so ellipticine positive control = 100%;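 active = mean normalized replicate activation at least 10% and every replicate at or above 10%; inconclusive = only one of the two criteria met; inactive = mean below 10% and not all replicates reach 10%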;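 note: 0% = median of on-plate neutral control wells and 100% = ellipticine 6 µM median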
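Material: SV40-immortalized XiGFP fibroblast cells, line 68-5-11 | Buffer or medium: DMEM containing 5-aza-dC | Dosing: One concentration, pinned | Times: 3 d treatment, 15 min room-temperature fixation | Controls: Ellipticine 6 µM positive control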
F508del corr – F508del CFTR correction, initial screen, CFBE line, single point; CFBE cells, YFP halide quenching; stimulated with forskolin plus potentiator P3; % fluorescence drop versus neutral controls; activity (quench increase), % at 7.58 µM; actives 0.36% (n = 350,000);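 active = mean added fluorescence quench of at least 8% versus neutral control, with both replicates also reaching 8%; inconclusive = only one of the mean or replicate conditions met; inactive = mean below 8% and not both replicates reaching 8%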;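 note: cells transiently co-express mutant CFTR-F508del with the halide-sensitive YFP; corrector assay measuring rescue of mutant channel to the surface after 24 h compound exposure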
PAX8 inh HTS – inhibitors of PAX8-driven TPO luciferase reporter, primary screen, RMG-I cells, single concentration; inhibition, % at 12.6 µM; SteadyGlo, 24 h; actives 1.2% (n = 360,000);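 active = mean replicate inhibition at least 60% with every replicate also reaching 60%; inconclusive = only one of the two criteria is met; inactive = mean below 60% and not all replicates reaching 60%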;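 note: luciferase light reporting Pax8 driven TPO promoter activity; plate controls were median of neutral control wells for no effect and mitoxantrone controls for full effect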
EWS-Fli inh – EWS/Fli-driven NR0B1 reporter inhibitors, primary screen, A673 cells, NR0B1 luciferase, luminescence, MLPCN library. viability-normalised. inhibition, % at 12.6 µM. actives 0.67% (n = 350,000);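 active = mean inhibition of at least 50% after viability correction, with every replicate also passing that limit; inconclusive = mean reaches 50% but only one of two replicates passes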;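 note: firefly luciferase signal divided by Alamar Blue viability fluorescence both relative to DMSO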
DENV2 CPE rescue – inhibitors of DENV2 cytopathic effect, primary screen, cell-based, plate reader, single concentration | CPE inhibition, % at 9.99 µM | DENV2-infected cells, cytopathic effect rescue | actives 1.7% (n = 350,000); in the data active = CPE inhibition above about 20%, passing the limit was not always enough; inconclusive = no clear call, values can overlap the other calls; tested in BHK-21 cells;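 note: 0% = median of neutral control wells and 100% = median of positive control wells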
ARNT-TACC3 inh – disruptors of ARNT/TACC3 protein interaction, primary screen, biochemical, AlphaScreen, single concentration; AlphaScreen His-ARNT PAS-B/GST-TACC3 binding, luminescence; TACC3 fragment carries E629A point mutation; inhibition, % at 9.99 µM; actives 0.66% (n = 390,000);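 active = mean inhibition of replicates at least 50% and at least half of replicates each reaching 50%; inconclusive = half or more replicates reach 50% but mean below 50%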;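 note: 0% = complete ARNT plus TACC3 wells and 100% = ARNT alone without TACC3; many hits fall short of the cut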
GSIS activator – GLuc luminescence reporter in INS-1E cells, primary screen for activators of glucose-dependent secretion of insulin. INS-1E GLuc reporter insulin secretion, 2-3 h. activation, % at 16.6 µM. actives 0.61% (n = 370,000). AID 743287, 2014;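 active = lowest replicate activation of at least 40%, so every replicate reaches that level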;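 note: 0% = median of neutral control wells and 100% = median of IBMX positive control wells; some compounds called inactive have numbers as strong as hits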
ERp5 block – inhibitors of ERp5-driven insulin aggregation, primary screen, biochemical, turbidity, absorbance 650 nm, single point; actives 0.05% (n = 350,000); inhibition, % at 9.99 µM; 90 min; Protein disulfide-isomerase A6 (Homo sapiens), Q15084;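 active = mean replicate inhibition above about 25%, with every replicate also reaching it, limit read from the data, passing the limit was not always enough; inconclusive = only one of those two criteria met; inactive = neither criterion met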
Target sequence (Q15084 whole entry, looked up): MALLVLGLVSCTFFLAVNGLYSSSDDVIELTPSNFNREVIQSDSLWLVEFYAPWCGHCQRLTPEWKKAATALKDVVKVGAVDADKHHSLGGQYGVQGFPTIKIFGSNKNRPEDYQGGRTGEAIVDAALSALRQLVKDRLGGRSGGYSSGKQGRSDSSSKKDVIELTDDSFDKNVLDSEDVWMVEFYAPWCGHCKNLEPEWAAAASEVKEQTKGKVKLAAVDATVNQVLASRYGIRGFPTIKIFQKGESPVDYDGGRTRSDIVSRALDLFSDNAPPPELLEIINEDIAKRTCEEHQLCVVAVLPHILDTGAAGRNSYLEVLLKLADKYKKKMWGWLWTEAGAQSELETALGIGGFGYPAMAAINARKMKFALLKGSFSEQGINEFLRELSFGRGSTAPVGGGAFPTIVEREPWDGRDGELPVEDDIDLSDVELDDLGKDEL
* marks the source's active call; other numbers are inactive results; ? = inconclusive; . = not tested or not shown.

No.	Molecule	XiGFP reactiv	F508del corr	PAX8 inh HTS	EWS-Fli inh
1	COc1cc(Nc2ncnc(N)n2)cc(OC)c1	-0.1	-1.9	-4.7	-15.7
2	CC(C)CC(=O)NCc1ccc2[nH]c3c(c2c1)CCCC3	0.2	0.4	8.7	-3.2
3	COc1ccc2nc(Nc3nc(-c4cc5ccccc5oc4=O)cs3)sc2c1	-0.1	.	13.3	.
4	O=c1[nH]cnc2ncc(-c3ccc(O)cc3)nc12	0.0	-1.0	68.9*	4.9
5	CCC(=O)N(C)C[C@H]1Oc2ncc(C#Cc3cccnc3)cc2C(=O)N([C@H](C)CO)C[C@H]1C	-0.3	0.0	-2.5	-10.9
6	CCC1(CC)SCCNC1=O	-0.1	4.1	7.6	10.3
7	CCN(CC)C(=O)Cn1cc(C(=O)C(=O)NCCCn2ccnc2)c2ccccc21	0.0	-2.0	6.3	6.2
8	CN(C(=O)CSc1nnc(C(F)(F)F)n1N)C1CCS(=O)(=O)C1 (configuration not stated)	0.1	1.3	14.0	-3.2
9	CCn1c(CCl)nc2cc(S(=O)(=O)N3CCOCC3)ccc21	0.2	-1.6	11.5	5.7
10	COc1ccccc1S(=O)(=O)N[C@@H]1CC[C@H](CC(=O)N2CCCCC2)O[C@@H]1CO	0.5	0.1	-2.2	-2.3
11	COc1cc2ncnc(NCc3cc(F)ccc3F)c2cc1OC	0.0	0.6	-15.0	22.4
12	CC1CCN(C(=O)c2ncn(Cc3ccccc3)c2C(=O)N2CCC(C)CC2)CC1	1.2	0.6	-5.8	11.5
13	C=CCn1c(SCC(=O)NCCO)nc2sc(C)c(C)c2c1=O	0.1	0.6	22.7	-3.5
14	Cc1noc(C)c1NC(=O)N(C)C[C@H]1Oc2c(NC(=O)c3nc4ccccc4s3)cccc2C(=O)N([C@@H](C)CO)C[C@H]1C	-0.3	1.9	.	-24.5
15	CN(CCc1ccccn1)C(=O)Nc1ccc(C(C)(C)C)cc1	-0.1	-2.1	-17.0	-24.4

No.	DENV2 CPE rescue	ARNT-TACC3 inh	GSIS activator	ERp5 block
1	-2.2	1.9	9.4	2.4
2	-12.6	-3.1	-0.1	3.8
3	.	-2.8	-6.0	.
4	1.4	3.9	18.7	-5.5
5	4.9	-3.4	19.2	1.3
6	-0.7	-5.6	.	3.2
7	-3.3	3.5	12.9	1.0
8	-2.1	-0.3	26.8	4.9
9	-2.8	.	.	-7.0
10	-7.0	-33.4	6.6	6.9
11	7.7	-13.9	6.9	2.3
12	16.2	3.8	.	3.0
13	.	-6.4	2.5	24.1
14	-3.0	-0.2	19.1	13.1
15	19.0	-9.5	-14.9	1.0

Individual results from above:
COc1cc2ncnc(NCc3cc(F)ccc3F)c2cc1OC in GSIS activator is listed with 6.9
Cc1noc(C)c1NC(=O)N(C)C[C@H]1Oc2c(NC(=O)c3nc4ccccc4s3)cccc2C(=O)N([C@@H](C)CO)C[C@H]1C in ERp5 block is listed with 13.1
CN(CCc1ccccn1)C(=O)Nc1ccc(C(C)(C)C)cc1 in PAX8 inh HTS is listed with -17.0
COc1ccc2nc(Nc3nc(-c4cc5ccccc5oc4=O)cs3)sc2c1 in PAX8 inh HTS is listed with 13.3

(continued)
No.	Molecule	XiGFP reactiv	F508del corr	PAX8 inh HTS	EWS-Fli inh
16	CN(c1ccccc1)S(=O)(=O)c1cccc(C(=O)Nc2nn[nH]n2)c1	0.3	0.0	-4.0	8.2
17	CN(C(=O)c1ccc(-c2ccccc2)cc1)C1CCCCC1	0.1	-1.2	-147.5	-92.8
18	CNc1nc(C(=O)O)nc(N2CCOCC2)n1	.	-2.3	.	-4.3
19	Cc1ccc(C(=O)N/C(=C/c2ccccc2)C(=O)NCC2CCCO2)cc1 (configuration not stated)	0.0	.	-6.1	2.9
20	CC(C)(C)C(=O)NC(n1cnc2c(N3CCOCC3)ncnc21)C(Cl)(Cl)Cl (configuration not stated)	0.0	3.6	6.9	0.3
21	COc1cccc(-c2c(-c3cc(OC)cc(OC)c3)n(C)c3ccc(-c4ccc5cc[nH]c5c4)cc23)c1	0.3	2.9	27.8	10.3
22	O=C(COc1ccccc1F)Nc1nnc(C2CCCC2)s1	0.2	-0.4	-39.2	-25.1
23	COCC(=O)N1CC(=O)N2[C@H](C1)[C@H](c1ccc(-c3ccccc3F)cc1)[C@@H]2CO	0.0	1.6	8.9	-5.9
24	N#Cc1ccccc1NC(=O)COC(=O)/C=C/c1ccc(S(=O)(=O)N2CCOCC2)cc1	-0.1	1.9	-4.9	-2.5
25	O=C1CC(C(=O)N2CCOCC2)C2(CCCCC2)O1 (configuration not stated)	.	-0.4	.	-7.5
26	O=C(NCC(O)c1ccc([N+](=O)[O-])cc1)c1cccc(S(=O)(=O)N2CCOCC2)c1 (configuration not stated)	0.0	-0.7	-1.6	.
27	O=C(Nc1ccccc1)/C(=C/c1cccnc1)NC(=O)c1ccccc1	0.0	2.4	-137.9	.
28	O=C(C[C@H]1CC[C@H](NC(=O)Nc2ccc(F)cc2)[C@@H](CO)O1)NCc1cccc(F)c1	-0.4	0.0	.	-2.1
29	O=C(NC(=S)NC1CCCC1)c1ccccc1	0.4	3.0	-196.3	-89.3
30	CC(C)(C)c1ccc(S(=O)(=O)N2CCN(C3CCCC3)CC2)cc1	0.0	0.1	-0.1	12.8

No.	DENV2 CPE rescue	ARNT-TACC3 inh	GSIS activator	ERp5 block
16	-3.4	30.9	40.5	6.1
17	1.7	.	-1.0	4.8
18	-4.0	56.4*	-1.4	3.2
19	1.2	.	-8.3	0.1
20	4.2	-10.2	4.2	2.8
21	?	25.4	13.6	-2.8
22	-1.0	-10.5	7.4	-17.7
23	4.9	.	-2.1	-1.7
24	-5.3	5.6	11.9	13.5
25	.	2.5	20.2	-3.3
26	-0.8	2.0	-14.5	1.8
27	-3.5	3.8	4.3	4.9
28	0.4	-4.3	10.6	-0.9
29	3.7	.	-14.0	8.6
30	-0.5	1.1	-3.0	0.6

Part of the list above, with tabs:
#	Compound	XiGFP reactiv	F508del corr	PAX8 inh HTS	EWS-Fli inh	DENV2 CPE rescue	ARNT-TACC3 inh	GSIS activator	ERp5 block
18	CNc1nc(C(=O)O)nc(N2CCOCC2)n1	.	-2.3	.	-4.3	-4.0	56.4*	-1.4	3.2
19	Cc1ccc(C(=O)N/C(=C/c2ccccc2)C(=O)NCC2CCCO2)cc1 (configuration not stated)	0.0	.	-6.1	2.9	1.2	.	-8.3	0.1

The list goes on.
No.	Molecule	XiGFP reactiv	F508del corr	PAX8 inh HTS	EWS-Fli inh
31	Cc1nnc(SCC(=O)Nc2ccc(F)cc2F)n(N)c1=O	0.1	-1.2	16.6	8.2
32	CSc1ccccc1C(=O)NCCOc1ccccc1C	0.1	-0.1	1.3	0.8
33	CSCCC(NS(=O)(=O)c1ccc(C)cc1)C(=O)N1CCN(C(c2ccccc2)c2ccccc2)CC1 (configuration not stated)	0.0	-4.9	27.9	4.7
34	Cc1nc2sc(C(c3cccs3)N3CCN(Cc4ccccc4)CC3)c(O)n2n1 (configuration not stated)	0.1	0.1	-10.3	4.2
35	Cc1sc2ncnc(SCC(=O)N3CCCC(C(F)(F)F)C3)c2c1C (configuration not stated)	-0.1	3.8	7.7	10.3
36	Cc1ccc(-n2c(SCC(=O)N(C)C3CCS(=O)(=O)C3)nc3ccccc3c2=O)c(C)c1 (configuration not stated)	0.2	4.4	.	-8.8
37	COc1ccc(CCNC(=O)c2sc3nc4n(c(=O)c3c2C)CCC4)cc1	0.1	0.5	0.9	-6.6
38	COc1ccc(NC(=S)N2CCC(NC(=O)c3ccc(OC)cc3)CC2)cc1	.	1.6	-22.3	2.3
39	CCC(c1nnnn1Cc1ccc2c(c1)OCO2)N1CCN(CC)CC1 (configuration not stated)	0.0	-3.1	12.5	-14.2
40	CCOc1ccc(N2C(=O)CC(NCc3ccc(S(N)(=O)=O)cc3)C2=O)cc1 (configuration not stated)	0.6	6.0	3.1	-32.8
41	O=C(NCc1ccncc1)c1ccc(OCc2ccccc2)cc1	-0.1	3.0	8.0	1.1
42	CC(=O)NC[C@H]1[C@H](c2ccccc2)[C@H](CO)N1C(=O)Cc1cccnc1	0.2	1.7	3.1	-1.1
43	CN(C)C(/C=C/Nc1cccc(Br)c1)=C(C#N)C#N	0.0	-0.6	-7.1	5.3
44	Cc1nc(S(=O)(=O)N[C@H]2CCN(Cc3ccc(OCCO)cc3)C2)cn1C	.	1.3	-30.3	-53.8
45	CCC(=O)N1CCc2cc(Br)cc(S(=O)(=O)NCCCN(CC)Cc3ccccc3)c21	0.0	-1.3	18.8	14.7

No.	DENV2 CPE rescue	ARNT-TACC3 inh	GSIS activator	ERp5 block
31	-8.0	1.5	9.1	1.2
32	0.2	-0.7	0.7	-0.3
33	?	3.4	-9.8	-0.9
34	?	.	-16.8	-5.1
35	2.8	7.2	36.8	10.2
36	-5.8	0.9	-14.1	6.0
37	3.2	1.7	2.5	-7.7
38	7.8	-4.2	-14.8	1.4
39	14.7	-1.4	-0.7	2.6
40	3.8	-3.5	4.9	-0.2
41	?	-2.9	3.6	-1.0
42	-14.2	5.2	3.6	-3.6
43	4.7	.	12.1	-0.1
44	3.2	-3.9	.	0.6
45	2.3	5.1	30.7	0.3

Other results.
No.	Molecule	XiGFP reactiv	F508del corr	PAX8 inh HTS	EWS-Fli inh
46	CCOC(=O)C1CCN(C(=O)C2CC(=O)N(c3ccc4c(c3)OCCO4)C2)CC1 (configuration not stated)	0.3	0.1	-4.8	-3.8
47	COc1ccc(C(=O)N2CCCCC2c2cc(C(=O)Nc3ccccc3)no2)cc1 (configuration not stated)	0.1	-0.3	29.7	-8.6
48	O=C(C[C@@H]1CC[C@H]2NC[C@H](O)COC[C@@H]2O1)Nc1ccc(-c2ccccc2)cc1	0.1	-6.5	-10.7	-8.7
49	CCN1CCCC1CNC(=O)c1csc2c1CCCC2 (configuration not stated)	.	-0.3	.	1.8

No.	DENV2 CPE rescue	ARNT-TACC3 inh	GSIS activator	ERp5 block
46	61.5*	7.7	15.2	3.9
47	-3.9	.	-16.0	-6.4
48	-5.7	-7.3	19.1	1.7
49	16.3	-0.3	4.6	0.2

A draw from above in order of molar mass, descending.
No.	Molecule	XiGFP reactiv	F508del corr	PAX8 inh HTS	EWS-Fli inh
45	CCC(=O)N1CCc2cc(Br)cc(S(=O)(=O)NCCCN(CC)Cc3ccccc3)c21	0.0	-1.3	18.8	14.7
47	COc1ccc(C(=O)N2CCCCC2c2cc(C(=O)Nc3ccccc3)no2)cc1 (configuration not stated)	0.1	-0.3	29.7	-8.6
49	CCN1CCCC1CNC(=O)c1csc2c1CCCC2 (configuration not stated)	.	-0.3	.	1.8

No.	DENV2 CPE rescue	ARNT-TACC3 inh	GSIS activator	ERp5 block
45	2.3	5.1	30.7	0.3
47	-3.9	.	-16.0	-6.4
49	16.3	-0.3	4.6	0.2

High-throughput results (PubChem BioAssay)
